Compound activity deposited in PubChem by several laboratories.
UHRF1 MBD2 ctr – human UHRF1 methylated DNA binding inhibitors; Q96T88; UHRF1 binding to methylated oligo, TR-FRET; inhibition, % at 4.4 µM; 370,000 tested, 0.75% active; in the data active = inhibition above about 21%;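 also: UHRF1 SRA domain binding a hemimethylated CpG hairpin DNA probe; 0% = median of test compound wells and 100% = reference inhibitor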
Target sequence (Q96T88 whole entry, looked up, the tested form may be a part): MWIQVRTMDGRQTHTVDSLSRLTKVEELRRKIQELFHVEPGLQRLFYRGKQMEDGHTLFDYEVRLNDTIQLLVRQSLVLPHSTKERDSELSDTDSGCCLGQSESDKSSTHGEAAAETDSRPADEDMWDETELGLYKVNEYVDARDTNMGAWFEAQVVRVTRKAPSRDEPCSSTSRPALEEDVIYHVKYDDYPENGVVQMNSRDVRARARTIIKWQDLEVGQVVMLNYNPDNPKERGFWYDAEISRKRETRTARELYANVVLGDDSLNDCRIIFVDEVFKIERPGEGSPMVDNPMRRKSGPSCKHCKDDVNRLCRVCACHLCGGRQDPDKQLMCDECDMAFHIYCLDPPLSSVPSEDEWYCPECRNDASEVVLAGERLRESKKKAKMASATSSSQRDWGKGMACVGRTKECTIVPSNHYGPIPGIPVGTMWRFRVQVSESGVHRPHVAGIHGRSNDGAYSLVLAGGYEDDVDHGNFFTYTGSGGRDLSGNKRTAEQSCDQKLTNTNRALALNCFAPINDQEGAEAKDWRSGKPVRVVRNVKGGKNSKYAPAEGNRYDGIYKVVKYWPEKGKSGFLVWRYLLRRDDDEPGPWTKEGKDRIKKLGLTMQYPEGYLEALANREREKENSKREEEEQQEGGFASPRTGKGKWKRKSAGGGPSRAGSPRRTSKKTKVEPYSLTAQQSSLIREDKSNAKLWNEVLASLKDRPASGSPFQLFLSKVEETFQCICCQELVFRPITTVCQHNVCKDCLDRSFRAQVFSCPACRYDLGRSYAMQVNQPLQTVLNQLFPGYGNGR
PLCg1 inh – inhibitors of human phospholipase C gamma1; P19174; purified PLC-gamma1, fluorogenic substrate, fluorescence; inhibition, % at 12.2 µM; 370,000 tested, 0.84% active; AID 720700; in the data active = inhibition above about 9.5%
ASAP1 GAP inh – inhibitors of human ASAP1 ArfGAP activity; ASAP1-stimulated ARF1 GTP hydrolysis, GDP FP detection; 360,000 tested, 0.19% active; Q9ULH1; inhibition, % at 16.5 µM; in the data active = inhibition above about 25%;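 also: 0% = vehicle with enzyme and substrate and 100% = no enzyme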
PLCb3 inh – inhibitors of human phospholipase C beta3; Q01970; 370,000 tested, 0.18% active; Purified PLC-beta3, fluorogenic substrate, fluorescence; inhibition, % at 12.2 µM; AID 720704; in the data active = inhibition above about 11%;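 also: 0% = median of compound wells on plate and 100% = full blocker control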
Tn6 DDE FP – DD(E)-Tn6 binding inhibition, primary FP screen; P02675; Fibrin DD(E) TRITC-Tn6 fluorescence polarization displacement; inhibition, % at 8.3 µM; 370,000 tested, 0.21% active;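 active = inhibition above a per-campaign cutoff: mean of compounds within control limits plus 3 SD, cut at about 15% in these data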;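 also: 0% = median of all compound wells on the plate and 100% = blocking peptide control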
ARFGAP1 inhibitor – rat ARFGAP1 inhibition | Arfgap1-stimulated ARF1 GTP hydrolysis, GDP FP detection | 360,000 tested, 0.26% active | inhibition, % at 16.5 µM | Q62848;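 active = inhibition above a per-plate limit, mean inhibition of low control wells plus 3 SD, cut at about 25% in these data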;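 also: 0% = DMSO wells with enzyme and 100% = wells lacking Arfgap1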
Target sequence (Q62848 1-136 limits assumed): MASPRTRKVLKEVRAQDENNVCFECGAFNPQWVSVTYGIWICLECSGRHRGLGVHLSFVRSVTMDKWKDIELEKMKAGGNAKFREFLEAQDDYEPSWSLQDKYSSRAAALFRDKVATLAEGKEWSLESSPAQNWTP
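System: truncated rat Arfgap1 GAP domain / Medium: HEPES-based buffer, pH 7.5 / Also added: N-terminally truncated human ARF1-GTP substrate / Incubation: enzyme reaction 120 min at 25 °C after 20 min preincubation / Measured by: FP of antibody-bound GDP Alexa 633 tracer, ex 620/em 688 nm / Replicates: singlicate, each compound tested once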
Rev-erbA mod – modulators of human Rev-erb alpha DNA binding; P20393; Rev-erbα–FITC-DNA binding, fluorescence polarization, 90 min; activity, % at 10 µM; 370,000 tested, 0.79% active; AID 1259318;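 active = activity above about 14%, limit read from the data; passing the limit was not always enough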;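 also: 0% = DMSO wells with 35 nM protein and 100% = DMSO wells with 750 nM protein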
sPLA2-III inh – Blocks human group III sPLA2 activity; inhibition, % at 12.2 µM; QFRET BODIPY PC-A2 liposome hydrolysis, fluorescence; 370,000 tested, 0.56% active; AID 743126; Q9NZ20;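 active = inhibition above mean plus 3 SD of compounds lying within the high and low control bounds, cut at about 19% in these data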;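 also: 0% = median of test compound wells and 100% = no enzyme DMSO wells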
KLK7 zymogen act – activates the human kallikrein-7 zymogen. P49862. 370,000 tested, 0.9% active. activation, % at 7 µM. purified proKLK7, EDANS-DABCYL substrate fluorescence; 100% is mature enzyme control, 0% vehicle;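 active = activation above the mean of all tested compounds plus 3 SD, computed per campaign excluding outliers beyond control limits, cut at about 13% in these data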
Tn7 DDE FP – inhibitors of Tn7 peptide binding to human fibrin DD(E); P02675; FP displacement of FITC-Tn7 peptide from fibrin DD(E); 0% = median of compound wells per plate; inhibition, % at 8.3 µM; 370,000 tested, 0.13% active;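 active = inhibition above the mean of compounds falling within the control limits plus 3 SD of them, cut at about 14% in these data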;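 also: 0% = plate median of compound wells and 100% = 10 µM Aha-Tn7 peptide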
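Test system: human clot-derived fibrin DD(E) complex / Quantity: 2 µM final DD(E) protein / Incubation: 10 min plus 3 h, room temperature / Measured by: fluorescence polarization / Benchmarks: high control of 10 µM Aha-Tn7 peptide / Replicates: singlicate testing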
The depositor's hits bear a star; i = inactive.

UHRF1 MBD2 ctr	canonical_smiles	PLCg1 inh	ASAP1 GAP inh	PLCb3 inh	Tn6 DDE FP	ARFGAP1 inhibitor	Rev-erbA mod	sPLA2-III inh	KLK7 zymogen act	Tn7 DDE FP
8	CCOC(=O)c1c(-c2cc(OC)c(OC)c(OC)c2)csc1N	1	-4	4	6	-10	3	2	0.2	-6
-3	CCN(CC)c1nc(N2CCOCC2)c(C#N)c2c1CN(C)CC2	-26	10	-33	-3	7	-2	0	-1.0	1
9	Cc1ccc(C)c(S(=O)(=O)Nc2ccc(S(=O)(=O)Nc3onc(C)c3C)cc2)c1	0	-6	0	-10	3	-2	0	0.8	-5
-14	Cc1[nH]n(C(N)=S)c(=O)c1N=Nc1ccccc1C(F)(F)F	3	2	-6	-4	9	11	-7	-0.2	-1
11	COc1ccc(/C=N/NC(=O)OC(C)(C)C)cc1OC	4	9	1	5	4	1	-2	-0.4	-2
-4	CSc1ccc(C(C(C(=O)c2cccs2)N2CCOCC2)N2CCOCC2)cc1 (centres undefined)	-5	4	-5	4	-1	8	1	0.0	1
2	N#Cc1ccc(NC(=O)COC(=O)CNC(=O)C2CCCCC2)cc1	3	-4	3	-3	-16	-2	6	3.6	7
8	Cc1nn(-c2cccc(Cl)c2)c2nc(-c3ccco3)cc(C(=O)O)c12	-286	-11	-384	4	-12	-5	-16	3.2	6
1	COc1ccccc1CNC(=O)C1CCCN(S(=O)(=O)c2cccc3cccnc23)C1 (centres undefined)	4	5	-4	-3	-1	0	15	0.3	5
2	COc1ccccc1NC(=O)c1cc(-c2ccc(C)o2)nc2ccccc12	-118	1	-184	3	15	0	11	-4.2	-3
-2	COc1ccc(N2CCN(C(=O)CCCn3c(=S)[nH]c4cc5c(cc4c3=O)OCO5)CC2)cc1	6	0	-4	-3	-6	-3	11	0.0	2
0	COc1cccc(/C=C/C(=O)OCC(=O)NC(=O)NC2CCCCC2)c1	-30	7	-44	-4	-4	-6	-7	-0.8	-7

Next results:
UHRF1 MBD2 ctr	canonical_smiles	PLCg1 inh	ASAP1 GAP inh	PLCb3 inh	Tn6 DDE FP	ARFGAP1 inhibitor	Rev-erbA mod	sPLA2-III inh	KLK7 zymogen act	Tn7 DDE FP
4	OC1(c2ccccc2)Cc2cccc[n+]2C1c1ccccc1 (centres undefined)	-5	0	-13	-1	-3	2	9	0.0	7
0	Cc1noc(NS(=O)(=O)c2ccc(N/C=C/C(=O)c3ccc(F)cc3)cc2)c1C	0	-1	-2	2	-2	-16	-10	0.4	0
-7	COc1ccc(NC(=O)CN(c2ccc([N+](=O)[O-])cc2)S(=O)(=O)c2ccccc2)c(OC)c1	1	8	4	4	1	2	-16	0.5	-2
-2	NS(=O)(=O)c1ccc(CNC(=O)c2cc(=O)[nH]c3ccccc23)cc1	-48	-2	-75	1	0	2	5	0.6	-3
0	COc1ccc(NS(=O)(=O)c2cc(NC(=O)Cc3c(F)cccc3Cl)ccc2OC)cc1	3	4	-6	1	1	-1	-17	0.1	6
-3	CN(CCC#N)C(=O)c1cc2c(s1)-c1ccccc1SC2	-345	8	i	-3	1	3	-2	1.9	-7
0	O=C(NCc1ccccc1)C1CCN(C(=O)Cc2ccccc2)CC1	0	-3	-6	5	2	5	6	-0.7	-5
2	O=C(COC(=O)c1c(F)cccc1Cl)NCC1CCCCC1	0	0	0	-2	-12	2	-2	0.1	3
1	COc1ccnc(Oc2ccc(F)cc2)c1C(=O)N/C=N/OCc1ccc(Cl)cc1Cl	2	3	-1	0	14	-4	5	-1.0	-4
0	N#Cc1c(NC(=O)c2cc(-n3cnnc3)ccc2Cl)sc2c1CCCC2	-5	4	-9	-3	10	3	-5	0.4	2
0	CCOc1ccc(N(CC(=O)N2CC=C(c3ccccc3)CC2)S(=O)(=O)c2c(C)noc2C)cc1	-1	10	4	-1	8	0	7	-0.7	-10
1	N#Cc1ccc(NC(=S)NCCN2CCOCC2)cc1	1	6	-3	6	-6	3	5	0.0	-1

More entries.
UHRF1 MBD2 ctr	canonical_smiles	PLCg1 inh	ASAP1 GAP inh	PLCb3 inh	Tn6 DDE FP	ARFGAP1 inhibitor	Rev-erbA mod	sPLA2-III inh	KLK7 zymogen act	Tn7 DDE FP
-3	CCCCC(=O)Nc1ccc(C(=O)NNC(=S)NC(=O)c2cccs2)cc1	-2	7	-2	-3	0	-3	24*	0.0	5
2	Cc1ccc(S(=O)(=O)NC(=O)C2(C)CCN2C(=O)CCc2ccc(Cl)cc2Cl)nc1 (centres undefined)	-7	10	-9	5	5	-6	-2	0.1	5
0	CCOCCCNCc1cccc(OCc2ccc(F)cc2)c1	-1	0	0	1	3	5	1	-0.1	-2
0	Cc1c(C(=O)NNC(=S)NCc2ccc(Cl)cc2)oc2ccccc12	-3	4	-19	1	6	0	24*	1.2	3
0	CCOC(=O)C1(C)CCCN(C(=O)c2cc(OC)c(OC)c(OC)c2)C1 (centres undefined)	4	5	0	1	15	-4	10	1.3	5
-2	COc1ccc2nc(C)cc(SCC(=O)N/N=C/c3ccccc3)c2c1	-4	2	-2	0	4	-2	-18	-0.1	4
-2	O=C(NCc1ccco1)NC1CCCCC1	-1	4	-1	0	-8	1	6	0.5	2
-2	CCCSc1ccc(C(=O)Nc2ccc(Cl)cc2)cn1	2	-11	0	7	-2	4	-1	0.4	-5
-1	O=C(Nc1cccc(C(F)(F)F)c1)c1csc([C@H]2C[C@H](O)[C@@H](CO)O2)n1	0	-4	0	-7	-3	-4	12	0.4	6
-2	CCOC(=O)c1c(NC(=O)CSc2nc3ccc(OC)cc3[nH]2)sc2c1CC(C)(C)NC2(C)C	-6	4	-9	0	10	-6	-27	-0.5	-1
-2	O=C(NC1CCCCC1)[C@@H]1CSC2c3ccccc3C(=O)N21 (some centres undefined)	1	0	1	-1	7	1	6	0.8	0
1	O=C(N/N=C/c1ccc([N+](=O)[O-])s1)c1cccc(Br)c1	0	3	0	0	9	-2	-2	-0.2	-11

(further entries)
UHRF1 MBD2 ctr	canonical_smiles	PLCg1 inh	ASAP1 GAP inh	PLCb3 inh	Tn6 DDE FP	ARFGAP1 inhibitor	Rev-erbA mod	sPLA2-III inh	KLK7 zymogen act	Tn7 DDE FP
-2	CC(=O)NS(=O)(=O)c1ccc(N=NN2CCCCCC2)cc1	2	0	6	7	8	4	-1	0.3	8
6	CCC(C)NC(=S)N(Cc1cc2cc(C)ccc2n2nnnc12)CC(C)(C)NC(C)C (centres undefined)	6	-5	4	0	-5	3	21*	-0.8	0
-5	O=S(=O)(NCc1nnc2ccccn12)c1ccc(F)cc1	3	1	-3	3	3	6	9	0.2	3
0	CC(=O)Nc1ccc(NC(=O)CSC2=NS(=O)(=O)c3cc(Cl)ccc3N2)cc1	1	20	-6	-5	-7	6	-26	0.5	-1
-2	Cn1sc(NC(=O)c2ccccc2Cl)nc1=O	-2	8	0	-6	0	5	-2	-0.8	2
-4	Cn1nccc1C(=O)NC1CCCc2c1cnn2-c1ccc(F)cc1F (centres undefined)	0	3	-4	-1	4	-3	-6	-1.0	-2
0	COc1cccc(-c2nn(-c3ccccc3)cc2CN(C)Cc2c(C)nc3ccccn23)c1	0	-13	-6	-8	-6	6	-3	-0.1	2
3	CCOP(=O)(c1ccc(N(C)C)cc1)C(O)c1ccc(Cl)cc1 (centres undefined)	0	-2	2	-1	-12	-3	-2	-0.6	-5
6	O=C1OCCN1C(=O)[C@H]1[C@H](c2ccc([N+](=O)[O-])cc2)C(c2cccc(Cl)c2)=NN1c1ccccc1	2	4	-9	4	6	1	-16	-1.4	-9
0	CC(C)n1ncc2c(C(=O)N3CCN(c4ccc(F)cc4)CC3)cc(-c3ccccc3)nc21	3	-6	-4	-2	10	1	3	-0.4	-3
-2	Cn1cccc1C(=O)/C(C#N)=C/c1ccc(F)cc1	-3	-6	-10	10	-1	1	4	0.5	1
-2	O=C(CSc1nnc(-c2ccc(O)cc2)o1)NNC(=O)c1ccncc1	1	-8	-4	1	-10	-7	0	-0.6	0

More entries.
UHRF1 MBD2 ctr	canonical_smiles	PLCg1 inh	ASAP1 GAP inh	PLCb3 inh	Tn6 DDE FP	ARFGAP1 inhibitor	Rev-erbA mod	sPLA2-III inh	KLK7 zymogen act	Tn7 DDE FP
4	O=C(C[C@H]1C/C=C\C[C@H](Cc2ccc(F)cc2)C(=O)OCCNC1=O)NCCO	-2	-14	-3	-7	-2	8	12	0.2	-3
1	CS(=O)(=O)c1ncc(CO)n1Cc1ccccc1	1	-5	5	4	-11	8	3	0.1	-7
-1	CCCCNC(=O)COC(=O)c1cc(F)c(F)cc1Cl	0	-4	-5	5	0	6	0	-0.4	0
0	Clc1cccc(CN2CCN(c3ncc(Cc4ccccc4)cn3)CC2)c1Cl	-2	-1	-3	3	-3	-1	-4	1.3	-5
0	O=c1[nH]cc(S(=O)(=O)c2ccccc2)[nH]1	-1	9	1	-3	-4	1	6	0.1	-3
-3	Nc1cccc(Oc2c(F)c(F)c(Oc3cccc(N)c3)c(F)c2F)c1	1	3	-4	3	10	1	-21	0.3	-1
-2	CCCCN(C(=O)COC(=O)COc1c(C)cc(C)cc1C)c1c(N)n(CCC)c(=O)[nH]c1=O	-2	14	1	-5	15	-1	-4	0.2	-2
-5	O=C1N(C2CCCC2)C[C@@H]2C[C@@H](c3cccn3-c3nccs3)N3CCC[C@@]123	0	-5	-1	-3	-5	4	1	-0.1	6
5	O=C(C1CCCN(Cc2ccc([N+](=O)[O-])cc2)C1)N1CCCCC1 (centres undefined)	2	-1	-2	-3	7	-4	14	0.1	-1

As entered above.
In UHRF1 MBD2 ctr, `O=C1OCCN1C(=O)[C@H]1[C@H](c2ccc([N+](=O)[O-])cc2)C(c2cccc(Cl)c2)=NN1c1ccccc1` has the entry 6
In ARFGAP1 inhibitor, `COc1cccc(/C=C/C(=O)OCC(=O)NC(=O)NC2CCCCC2)c1` has the entry -4
